Screening results: PubChem BioAssay, National Center for Advancing Translational Sciences (NCATS)
aGal spleen mod: qHTS Assay for Inhibitors and Activators of Human alpha-Galactosidase From Spleen Homogenate. human spleen homogenate, 4MU-alpha-Gal fluorescence, 40 min. Potency, µM (series often up to 80 µM), without a hit: at the highest dose activity change, negative = inhibition, actives largely listed as inhibitors. hit rate 0.008% among 240,000. AID 2107, 2009;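 further: 0% = enzyme with vehicle and -100% = no enzyme basal signal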
Target sequence (P06280 32-429 limits assumed): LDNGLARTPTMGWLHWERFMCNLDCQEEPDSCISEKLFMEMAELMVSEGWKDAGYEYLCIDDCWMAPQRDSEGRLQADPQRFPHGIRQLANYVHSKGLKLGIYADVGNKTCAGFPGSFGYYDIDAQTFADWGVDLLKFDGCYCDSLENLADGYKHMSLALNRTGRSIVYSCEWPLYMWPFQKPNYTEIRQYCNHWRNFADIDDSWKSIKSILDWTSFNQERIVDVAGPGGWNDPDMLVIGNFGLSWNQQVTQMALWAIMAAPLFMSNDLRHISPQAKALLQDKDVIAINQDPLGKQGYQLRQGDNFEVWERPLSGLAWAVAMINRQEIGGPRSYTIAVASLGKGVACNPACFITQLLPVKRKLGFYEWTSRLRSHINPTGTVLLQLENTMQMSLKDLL
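Human spleen homogenate (1 ug) was the enzyme source, with 4-methylumbelliferyl-alpha-D-galactopyranoside (1 mM final) in pH 5.0 citrate buffer with 0.01% Tween-20. Compounds were titrated; after 40 min at 37C, NaOH/glycine stop, 4-MU fluorescence read; AC50 from Hill fits.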
ALDH1A1 block: qHTS Assay for Inhibitors of Aldehyde Dehydrogenase 1 (ALDH1A1); AID 1030, 2008; hit rate 7.3% among 220,000; Aldehyde dehydrogenase 1A1 (Homo sapiens), P00352; Purified ALDH1A1, NADH fluorescence, propionaldehyde substrate; Potency, µM (doses to about 75.3 µM), for the others: at the top dose activity, negative = inhibition, hits mostly inhibitors; active means well fitted inhibition curve with a large enough effect, not every such curve was filed as active; inconclusive means small, poorly fitted or top-dose-only effect, or another doubt; inactive means no such curve, though single readings can be large or run the other way;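 further: plate controls were no enzyme wells and a reference inhibitor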
Target sequence (P00352 whole entry, looked up): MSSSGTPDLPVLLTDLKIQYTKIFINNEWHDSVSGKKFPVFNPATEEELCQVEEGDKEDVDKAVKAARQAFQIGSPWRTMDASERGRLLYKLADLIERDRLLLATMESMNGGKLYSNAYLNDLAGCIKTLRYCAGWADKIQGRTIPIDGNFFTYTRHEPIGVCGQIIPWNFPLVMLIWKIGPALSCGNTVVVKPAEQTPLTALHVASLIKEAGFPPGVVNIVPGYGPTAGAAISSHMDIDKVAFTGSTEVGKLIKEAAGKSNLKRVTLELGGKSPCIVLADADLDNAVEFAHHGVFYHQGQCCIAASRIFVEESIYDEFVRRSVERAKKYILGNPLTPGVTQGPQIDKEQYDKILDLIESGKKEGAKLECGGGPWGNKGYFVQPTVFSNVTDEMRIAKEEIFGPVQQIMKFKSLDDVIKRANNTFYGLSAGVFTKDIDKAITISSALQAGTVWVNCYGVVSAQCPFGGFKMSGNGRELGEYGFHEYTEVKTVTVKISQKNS
Tau fluor cs: Counterscreen qHTS for Inhibitors of Tau Fibril Formation, Fluorescence Polarization; tau K18 P301L (four-repeat tau fragment) Alexa594 fluorescence, heparin fibrillization; Potency, µM (top dose mostly 57.7 µM), without a hit: at the highest dose activity change, negative = decrease; hit rate 0.93% among 280,000; further: on the % scale 0 is the no-effect control and ±100 the full control effect; nearly all actives have a fitted effect of over 55% in size
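Human K18 P301L tau (15 uM unlabeled plus 0.24 uM Alexa 594-labeled, final) in 100 mM sodium acetate pH 7 was mixed with compound and 20 uM heparin and incubated 6 hr at 37 C.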
GAA spleen mod: qHTS Assay for Inhibitors and Activators of Human alpha-Glucosidase From Spleen Homogenate | Lysosomal alpha-glucosidase (Homo sapiens), P10253 | human spleen homogenate, 4-MU-alpha-glucoside fluorescence | Potency, µM (doses to about 79.9 µM), for inactives: top-dose activity change, negative = inhibition, most hits filed as inhibitors | hit rate 0.006% among 240,000 | AID 2112, 2009;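 further: 0% = enzyme with vehicle and -100% = no enzyme basal signal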
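Enzyme source: human spleen homogenate, 1 ug/well. Buffer 50 mM citric acid/K phosphate pH 5.0, 0.01% Tween-20. 4-MU-alpha-glucoside 1 mM; 37 C x 40 min; NaOH/glycine stop; fluorescence.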
GAA glycogen mod: qHTS Assay for Inhibitors and Activators of Human alpha-Glucosidase Cleavage of Glycogen | hit rate 0.38% among 300,000 | recombinant GAA, glycogen substrate, Amplex Red glucose oxidase fluorescence | Potency, µM (series often up to 76.4 µM), inactives show at the top dose activity change, negative = inhibition, most hits filed as inhibitors;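 further: 0% = full enzyme reaction and -100% = no-enzyme basal signal; the screen sought inhibitors and activators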
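Natural-substrate format: glycogen cleavage by 4 nM human enzyme, glucose read by Amplex Red coupling (Ex 573, Em 610 nm). Normalized to enzyme and no-enzyme controls.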
NPSR antag: qHTS Assay for Antagonists of the Neuropeptide S Receptor: cAMP Signal Transduction; Q6W5P4; CHO-NPSR cells, cAMP TR-FRET, antagonist mode; Potency, µM (series often up to 38.3 µM), for the others: at the highest dose activity change, negative = inhibition, hits mostly inhibitors; hit rate 1% among 220,000; AID 1461, 2008; further: on the % scale 0 is the no-effect control and ±100 the full control effect; nearly all actives have a fitted effect of over 50% in size; many of its hits are not listed in these tables
Epigenetic reg: Quantitative High-Throughput Screen for Regulators of Epigenetic Control; Potency, µM (series often up to 53.9 µM), without a hit: at the highest dose GFP activation, usual class: activators; AID 1865, 2009; hit rate 0.2% among 280,000; murine LDR cells, GFP reporter derepression, 30 h; further: % of control where 0% means no effect; nearly all actives have a fitted effect of over 60% in size
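Murine LDR cells bearing a silenced CMV-driven GFP reporter were exposed to compound for 30 h at 37 C. After PBS washes, GFP-positive cells (20-120 um objects) counted by laser-scanning microplate cytometry.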
GAA inhib: qHTS Assay for Inhibitors of Human alpha-Glucosidase as a Potential Chaperone Treatment of Pompe Disease; Lysosomal alpha-glucosidase (Homo sapiens), P10253; hit rate 0.005% among 200,000; purified human GAA, 4-MU-alpha-glucoside fluorescence; Potency, µM (titrated, usually from 76.9 µM), for the others: at the highest dose activity change, negative = inhibition, actives largely listed as inhibitors;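 further: plate controls were uninhibited enzyme wells for no effect and no-enzyme background for full effect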
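Human alpha-glucosidase, 4 nM, pre-mixed with test compounds before 400 uM 4-methylumbelliferyl substrate; 20 min room temperature at pH 5.0. Fluorescence read after pH 10 stop; AC50 values from Hill-equation fits.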
* marks the source's active call; other numbers are inactive results; u = inconclusive; x = not tested or not shown; & = joins results of further samples; [ ] = another dose, or the depositor's remark. Unless noted, the call rests on the fitted dose curve; in most records, active means well fitted curve in the direction sought with a large enough effect; inconclusive means small, poorly fitted or top-dose-only effect, or another doubt; inactive means no such curve, though single readings can be large; an effect the other way counts as inactive or inconclusive. Potency means the concentration at half of the fitted maximal effect. Some of the compounds tested; rates above refer to the full screens.

1) COc1ccc(C2N(c3ccc(Cl)cc3)C(=O)C3CCCN32)cc1 (configuration not stated)
2) O=C(O)CSC(C(=O)Nc1ccc(Br)cc1)c1ccccc1 (configuration not stated)
3) Fc1ccc(NCc2ccccc2F)cc1Cl
4) CCN1C(=O)c2ccccc2S(=O)(=O)c2ccc(C(=O)N3CCOCC3)cc21
5) CCCCC(=O)NC(=S)NNC(=O)c1ccc(OC)cc1
6) Cc1cccc(OCC(=O)Nc2ccc(S(=O)(=O)Nc3cc(C)nc(C)n3)cc2)c1
7) C=C1CC(C(=O)N/N=C/c2ccccc2)C1
8) CC1=C(c2ccc(C)cc2)S(=O)(=O)N(CC(=O)O)C1=O

assay / entry,1,2,3,4,5,6,7,8
aGal spleen mod,2%,2%,0%,3%,-4%,-8%,0%,6%
ALDH1A1 block,u,u,9%,-11%,-12%,u,10%,12%
Tau fluor cs,1%,-7%,-23%,-4%,-6%,6%,5%,-6%
GAA spleen mod,0%,0%,-5%,3%,-2%,-2%,-2%,-1%
GAA glycogen mod,3%,7%,-5%,-5%,19%,-4%,-3%,2%
NPSR antag,12%[46.1 µM],11%,0%[46.1 µM],2%[46.1 µM],-38%,-16%,8%,-10%[46.1 µM]
Epigenetic reg,9.8%,-2.9%[10.1 µM],0.0%,8.1%,1.1%,-6.4%,-4.3%,5.5%
GAA inhib,-8%[15.4 µM],6%,6%,-9%[15.4 µM],u,5%,3%,-3%

9) C=C(C)C1CC=C(C)/C(=N/NC(=O)CNc2ccc(C)cc2C)C1 (configuration not stated)
10) COc1ccccc1-c1nn2c(C(F)(F)F)nnc2s1
11) O=C(COC(=O)c1cccs1)NC12CC3CC(CC(C3)C1)C2
12) CCN(CC)S(=O)(=O)c1ccc(O)c(C(=O)OCC(=O)N2c3ccccc3CC2C)c1 (configuration not stated)
13) CCC(C)NC(=O)C1CCN(S(=O)(=O)c2ccc(OC)cc2)CC1 (configuration not stated)
14) COc1ccccc1N1CCc2c(C)nc3c(OC)cccc3c21
15) COc1cc2ccc(=O)oc2cc1OCC(O)C(C)(C)O (configuration not stated)
16) COc1cccc(C(=O)N/N=C(/CCC(=O)O)c2ccccc2)c1

assay / entry,9,10,11,12,13,14,15,16
aGal spleen mod,-9%,15%,-1%,10%,3%,8%,u,2%
ALDH1A1 block,7%,u,u,x,-10%,u,x,-7%
Tau fluor cs,-7%,0%,-15%,-16%,-4%,-2%,3%,13%
GAA spleen mod,-7%,1%,-5%,2%,-3%,0%,20%,-5%
GAA glycogen mod,9%,8%,9%,-2%,6%,4%,-24%,7%
NPSR antag,-17%,u,9%,-6%,-6%[46.1 µM],15%[46.1 µM],3%,7%
Epigenetic reg,1.0%,2.1%,0.0%,0.0%,4.5%,-0.9%,1.1%,1.0%
GAA inhib,-3%,1%,-1%,x,u,11%,x,1%

17) Cc1nn(Cc2ccc([N+](=O)[O-])cc2)c(=O)n1N(C)c1ncc(C(F)(F)F)cc1Cl
18) CCOC(=O)c1ccc(NC(=O)Oc2cc(C)c(Cl)cc2C(C)C)cc1
19) CS(=O)(=O)N(CC(=O)Nc1cccc([N+](=O)[O-])c1)c1ccccc1F
20) Cc1ccc(C(=O)OCC(=O)c2ccc(Cl)s2)s1
21) Cc1cc(C)nc(/N=C2\NC(=O)CC(C(=O)O)N2CCc2c[nH]c3ccccc23)n1 (configuration not stated)
22) O=C(c1ccccc1F)N1CCN(c2cnn(-c3cccc(Cl)c3)c(=O)c2Cl)CC1
23) CCCNC(=O)c1ccccc1NC(=O)c1ccccc1SC
24) COc1ccc(COc2cc(-c3cccc(OC)c3)nc3ccc(NC(=O)c4ccc(N(C)C)cc4)cc23)cc1

assay / entry,17,18,19,20,21,22,23,24
aGal spleen mod,13%,1%,-2%,-5%,-1%,1%,1%,15%&-4%
ALDH1A1 block,4%,x,-3%,u,-5%,u,u,u
Tau fluor cs,-22%,-21%,-16%,-24%,-6%,-12%,2%,u
GAA spleen mod,-4%,2%,u,-13%,-14%,11%,1%,5%&-2%
GAA glycogen mod,0%,3%,-13%,-16%,10%,11%,-3%,0%
NPSR antag,-21%[46.1 µM],-32%,4%,-8%[46.1 µM],-3%[46.1 µM],-25%,2%,-8%
Epigenetic reg,-1.0%,0.0%,5.8%,2.3%,0.2%,1.3%,4.8%,0.7%[40.7 µM]
GAA inhib,-7%,x,3%,-9%,3%,-3%,u,u

25) CCCNC(=O)C1CC(=O)N(c2ccc(OCC)cc2)C1 (configuration not stated)
26) O=C(CSc1nc2ccccc2n1S(=O)(=O)c1ccccc1)N1CCCC1
27) COc1cc2c(c(OC)c1OC)C(c1ccc(O)cc1)CC(=O)O2 (configuration not stated)
28) COc1ccc(C(=O)C(C)N(C(=O)c2ccc(Cl)cc2Cl)N2C(=O)C3C4C=CC(C4)C3C2=O)cc1 (configuration not stated)
29) Cn1ncc2c(N3CCOCC3)ncnc21
30) Cn1c(SCc2nc3ccccc3[nH]2)nnc1-c1cnccn1
31) S=C(Nc1cccnc1)NC1CCCCCCC1
32) Nc1ccccc1C(=O)C[C@H](N)C(=O)O

assay / entry,25,26,27,28,29,30,31,32
aGal spleen mod,10%,0%,3%[119 µM],19%,-9%,5%,-15%,4%
ALDH1A1 block,14%,12%,-13%,-12%,8%,14%,u,-4%
Tau fluor cs,-3%,-4%,-21%[81.3 µM],-21%,-7%,-6%,-9%,-2%
GAA spleen mod,6%,3%,1%[119 µM],8%,-4%,2%,-5%,4%
GAA glycogen mod,-2%,-3%,x,0%,5%,-12%,4%,x
NPSR antag,12%,7%[46.1 µM],x,u,-18%[46.1 µM],16%[7.67 µM],4%,x
Epigenetic reg,2.2%,0.1%,1.4%,-1.0%,-1.8%,0.2%,1.9%,2.9%
GAA inhib,5%,10%,x,-12%,7%,0%,-9%,x

33) COc1ccc(N(Cc2cc3ccc(C)cc3[nH]c2=O)C(C)=O)cc1
34) Cc1onc(-c2ccccc2)c1NC(=O)Nc1ccc(OC(F)F)cc1
35) Cc1ccc(CCN2C(=O)CCC2(C)C(=O)NCc2cccnc2)cc1 (configuration not stated)
36) CCOc1ccc(-c2nnc3ccc(SCC(=O)Nc4cc(C)on4)nn23)cc1
37) O=C(CCCCCCC(=O)c1ccccc1)c1ccccc1
38) CC(C)OCCCNC(=O)Cc1ccc(Br)cc1
39) O=C(Nc1cccc(Cl)c1)Nc1nnc(-c2ccncc2)s1
40) CCCCN(CC)CCCNC(=O)c1cc2cc3ccc(OC)cc3nc2o1

assay / entry,33,34,35,36,37,38,39,40
aGal spleen mod,9%,-7%,-3%,9%,-5%,-3%,8%,u
ALDH1A1 block,3%,x,2%,10%,4%,8%,4%,u
Tau fluor cs,0%,-29%,-10%,-9%,2%,-2%,-13%,-4%
GAA spleen mod,9%,-4%,2%,7%,4%,-2%,3%,u
GAA glycogen mod,1%,5%,2%,-16%,-6%,22%,-7%,-1%
NPSR antag,9%[46.1 µM],4%,-3%[46.1 µM],-5%,-12%,8%,-25%,-3%[46.1 µM]
Epigenetic reg,0.0%,3.3%,-2.0%,-0.5%,-0.2%,-0.6%,1.0%,-1.1%
GAA inhib,-5%,x,-3%,4%,5%,-5%,u,u

41) O=C1NCCN(Cc2cccc(Oc3ccccc3)c2)C1CC(=O)N1CCCCO1 (configuration not stated)
42) CCNC(=S)N/N=C/c1ccc(OCc2ccc(C(=O)OC)cc2)cc1
43) Cc1ccc(O)c(-c2cc(C(F)(F)C(F)F)nc(-c3ccccc3)n2)c1
44) CCOc1cc2[nH]c(=O)n(Cc3ccccc3)c(=O)c2cc1OCC
45) CCC(C)NC(=O)Cn1cnc2sc(C)c(S(=O)(=O)N3CCN(c4ncccn4)CC3)c2c1=O (configuration not stated)
46) O=C(CN1CCCc2ccccc21)NC(=O)NCc1ccco1
47) COc1ccc(N(C(=O)c2cccnc2)S(=O)(=O)c2ccc3c(c2)n(C)c(=O)n3C)cc1
48) CSCCC(NC(N)=O)C(=O)Nc1cccc(C#N)c1 (configuration not stated)

assay / entry,41,42,43,44,45,46,47,48
aGal spleen mod,4%,-8%,-11%,-3%,-2%,1%,-11%,-20%
ALDH1A1 block,u,-3%,1%,u,3%,-2%,-6%,1%
Tau fluor cs,-2%,-2%,-6%,-4%,3%,-20%,-3%,-9%
GAA spleen mod,-6%,-13%,-2%,3%,2%,-3%,-9%,-2%
GAA glycogen mod,-5%,-7%,7%,3%,-4%,2%,1%,-2%
NPSR antag,-1%,23%,-1%[46.1 µM],-8%[46.1 µM],-13%,-9%[46.1 µM],11%[46.1 µM],14%
Epigenetic reg,4.4%,-3.0%,0.3%,1.9%,-2.5%,-1.0%,-1.0%,1.1%
GAA inhib,7%,-1%,u,-1%,-3%,-2%,0%,-6%
